Rab9 promoter act = Rab9 promoter activation; Huh7 Rab9 promoter-luciferase reporter, luminescence, 24 h; Potency, µM (series often up to 9.22 µM), for inactives: top-dose activation, negative = inhibition, most hits filed as activators; hit rate 2.8% among 320,000; also: % of control where 0% means no effect; nearly all actives have a fitted effect of over 60% in size
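Luciferase signal after 10 min detection reagent at ambient indicates Rab9 promoter upregulation; stably transfected Huh7 cells were treated 24 h with compound in DMSO at 37 °C, 5% CO2.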
BRCA1 expr act = increases BRCA1 expression | MCF7-BRCA1-FFLuc reporter, luminescence, 48 h; response scale: scaled: vehicle 0%, 10 µM genistein 100% | Potency, µM (top dose mostly 46.1 µM), inactives show at the highest dose activation, most hits filed as activators | hit rate 1.1% among 380,000 | AID 624202; also: nearly all actives have a fitted effect of over 80% in size; some results filed as inactive show a strong effect at the top dose
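Cells: MCF7-BRCA1-FFLuc, 2000/well. Exposure: 48 h, 37 °C, 5% CO2. Read: luminescence, 15 min post-substrate. Controls: genistein 10 microM (maximal activation), DMSO (neutral).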
ELG1 genotox = induces genotoxicity in HEK293T cells with luciferase-tagged ELG1; HEK293T ELG1-luciferase reporter, luminescence, 16 h; hit rate 1.3% among 330,000; AID 504466; Potency, µM (titrated, usually from 46 µM), inactives show at the top dose activity change, positive = activation, most hits filed as activators; also: % of control where 0% means no effect; nearly all actives have a fitted effect of over 60% in size
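Quantitative HTS format in 1536-well plates. HEK293T ELG1-luciferase reporter cells receive test compound and are incubated 16 hr at 37 °C, 5% CO2; ONE-Glo added, 30 min room temperature, then luminescence read.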
uPA generation = cell surface uPA generation inhibition | cell surface uPA generation assay, qHTS | Potency, µM (series often up to 38.3 µM), without a hit: at the top dose activity change, negative = inhibition, most hits filed as inhibitors | hit rate 0.31% among 330,000 | AID 540303; active = well fitted inhibition curve with a large enough effect; inconclusive = small, poorly fitted or top-dose-only effect; inactive = no such curve, though single readings can be large or run the other way; tested in mouse RAW 264.7 cells; also: % is scaled to controls: 0 for no effect and ±100 for the full control effect; nearly all actives have a fitted effect of over 55% in size
Gal4-VP16 FLuc = counter-screen for ROR gamma inhibitors: Gal4-VP16 reporter | Drosophila S2 Gal4-VP16 UAS-luciferase, luminescence, 20 h | Potency, µM (doses to about 53.6 µM), for inactives: at the highest dose activity, negative = inhibition, most hits filed as inhibitors | hit rate 3.5% among 310,000 | AID 2546;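 also: Gal4-VP16 expression switched on by copper sulfate through the metallothionein promoter; % is scaled to controls: 0 for no effect and ±100 for the full control effect; nearly all actives have a fitted effect of over 50% in size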
NPC1 promoter act = activators of NPC1 promoter | AID 485313 | hit rate 2.4% among 320,000 | Huh7 NPC1 promoter luciferase reporter, 24 h | Potency, µM (series often up to 9.22 µM), without a hit: at the highest dose activation, hits mostly activators;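 also: % of control where 0% means no effect; nearly all actives have a fitted effect of over 60% in size; reporter is driven by a mutant NPC1 promoter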
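Cells: Huh7 expressing luciferase under the NPC1 promoter, 1500/well. Seeded 2 h, compound added, incubated 24 h at 37 °C. Luciferase reagent, 10 min ambient, then luminescence.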
FLuc counter = inhibits or activates purified firefly luciferase, miR-21 counter-screen | purified FLuc, Km substrates, luminescence inhibition | hit rate 6.9% among 360,000 | P08659 | Potency, µM (highest dose often 57.5 µM), for inactives: at the top dose activity change, negative = inhibition, usual class: inhibitors;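 also: plate controls were vehicle for no effect and reference inhibitor for full effect; nearly all actives have a fitted effect of over 55% in size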
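Purified P. pyralis luciferase, 10 nM final, with Km-level 10 uM D-luciferin and 10 uM ATP in 50 mM Tris acetate pH 7.5, 10 mM Mg acetate, 0.01% Tween-20, 0.05% BSA; 6-point qHTS titration about 60 µM downward; luminescence read.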
MBNL1-CUG inh = MBNL1-poly(CUG) RNA binding inhibition | Q9NR56 | TR-FRET MBNL1-His/biotin-(CUG)12 binding, 665/545 ratio | Potency, µM (titrated, usually from 57.5 µM), for the others: at the top dose activity change, negative = inhibition, usual class: inhibitors | hit rate 0.036% among 280,000; active = well fitted inhibition curve with a large enough effect in the signal ratio, with a control signal flat, not every such curve was filed as active; inconclusive = small, poorly fitted or top-dose-only effect, or effect the other way, or a change in a side signal; inactive = no such curve, though single readings can be large or run the other way; the % refers to the signal ratio; also: % is scaled to controls: 0 for no effect and ±100 for the full control effect
Target sequence (Q9NR56 whole entry, looked up): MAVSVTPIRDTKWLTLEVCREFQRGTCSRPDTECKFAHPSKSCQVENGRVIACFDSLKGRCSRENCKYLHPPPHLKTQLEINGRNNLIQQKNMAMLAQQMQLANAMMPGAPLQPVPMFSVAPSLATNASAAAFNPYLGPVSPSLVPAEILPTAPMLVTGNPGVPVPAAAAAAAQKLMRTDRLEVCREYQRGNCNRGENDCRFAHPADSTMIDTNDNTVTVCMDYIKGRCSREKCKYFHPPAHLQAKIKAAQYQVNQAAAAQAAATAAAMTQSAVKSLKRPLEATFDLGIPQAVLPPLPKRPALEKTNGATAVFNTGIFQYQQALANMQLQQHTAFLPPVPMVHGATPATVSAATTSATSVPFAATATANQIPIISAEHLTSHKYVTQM
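His-tagged MBNL1 binding to biotinylated (CUG)12 RNA was measured by TR-FRET using terbium anti-His antibody (0.055 ng/ul final) and streptavidin-XL665 (5 nM final). Compounds were titrated 92 nM to 58 uM; 60 min at room temperature.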
p53 reactivator = restores transcriptional activity of mutant p53; Potency, µM (top dose mostly 92.2 µM), for inactives: at the highest dose activity change, positive = activation, hits mostly activators; hit rate 0.063% among 320,000; H1299 p53-A138V BP100-luciferase reporter, luminescence, 24 h; also: % of control where 0% means no effect; nearly all actives have a fitted effect of over 45% in size
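p53-null H1299 cells stably carrying temperature-sensitive p53-A138V and a BP100-luciferase reporter were pinned with compounds (4-point, 1:5 series) and held 24 hrs at 37 deg C. Luminescence was read 10 min after detection reagent.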
RORgamma inh = ROR gamma (mouse) transcription inhibition. P51450. Drosophila S2 Gal4-RORgamma UAS-luciferase reporter, 20 h. Potency, µM (top dose mostly 53.6 µM), without a hit: at the top dose activity change, negative = inhibition, usual class: inhibitors. hit rate 5.4% among 310,000; also: % is scaled to controls: 0 for no effect and ±100 for the full control effect; nearly all actives have a fitted effect of over 60% in size
Target sequence (P51450 whole entry, looked up, the tested form may be a part): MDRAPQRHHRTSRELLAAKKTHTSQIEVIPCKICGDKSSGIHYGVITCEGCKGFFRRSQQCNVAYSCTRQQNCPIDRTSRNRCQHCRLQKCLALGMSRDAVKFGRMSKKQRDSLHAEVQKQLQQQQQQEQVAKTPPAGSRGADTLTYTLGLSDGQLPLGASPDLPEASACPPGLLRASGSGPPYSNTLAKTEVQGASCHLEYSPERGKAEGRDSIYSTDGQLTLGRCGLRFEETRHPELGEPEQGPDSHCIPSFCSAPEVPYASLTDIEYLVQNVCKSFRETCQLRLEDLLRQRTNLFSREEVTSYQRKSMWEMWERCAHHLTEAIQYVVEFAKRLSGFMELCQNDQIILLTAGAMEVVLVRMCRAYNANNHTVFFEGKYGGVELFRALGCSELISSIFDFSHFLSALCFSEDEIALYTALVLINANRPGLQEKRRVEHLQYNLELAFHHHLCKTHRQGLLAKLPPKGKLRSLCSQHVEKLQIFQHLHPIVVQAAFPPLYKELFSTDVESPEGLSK
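Drosophila Schneider cells stably carrying a metallothionein-driven Gal4 DBD–ROR gamma fusion and a UAS-Photinus luciferase reporter were exposed to compound for 1 hr, then induced with copper sulfate (700 uM final) for 20 hr at ambient temperature before luminescence reading.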
Active calls of the source: *; ? = inconclusive; · = not tested or not shown; [ ] = another dose, or the depositor's remark. Unless noted, calls follow the shape of the dose curve; as a rule, active = well fitted curve in the direction sought with a large enough effect; inconclusive = small, poorly fitted or top-dose-only effect, or another doubt; inactive = no such curve, though single readings can be large; an effect the other way counts as inactive or inconclusive. Potency is read from the fitted curve at half-maximal effect.

[1] COc1cc2c(cc1NC(=O)c1cc(-c3cccnc3)nc3ccc(C)cc13)oc1ccccc12
[2] CCc1c(C)nc2cc(-c3ccc(OC)c(OC)c3)nn2c1N1CCC(C)CC1
[3] Cc1ccc(S(=O)(=O)N2CCC(C(=O)NNC(=O)c3ccccc3O)CC2)cc1
[4] O=C(COC(=O)c1ccccn1)NNC(=O)c1ccc([N+](=O)[O-])cc1
[5] CC1(NC(=O)COc2ccccc2-c2ccccc2)CCS(=O)(=O)C1 (stereo not given)
[6] Cc1cc(Oc2nc3c(C)cccn3c(=O)c2/C=C(\C#N)S(=O)(=O)c2ccc(Cl)cc2)ccc1Cl
[7] CCOc1ccc(C(=O)CCC(=O)Nc2ccncc2)cc1
[8] CC(=O)Nc1ccc(C(=O)CSc2nnc3scc(-c4ccccc4)n23)cc1
entry no.	1	2	3	4	5	6	7	8
Rab9 promoter act	0%	-17%	-5%	-4%	11%	-10%	0%	25%
BRCA1 expr act	11%	14%	-73%	0%	14%	-4%	-2%	-6%
ELG1 genotox	-3%	4%	2%	-5%	1%	-2%	0%	3%
uPA generation	·	-3%	-6%	1%	2%	0%	2%	·
Gal4-VP16 FLuc	-2%	1%	·	·	3%	-1%	·	10%
NPC1 promoter act	0%	-3%	2%	0%	1%	-2%	-3%	1%
FLuc counter	-1%	2%	3%	2%	4%	-2%	-4%	6%
MBNL1-CUG inh	-1%	29%	·	·	5%	5%	·	10%
p53 reactivator	-1%	8%	2%	2%	-1%	-6%	-5%	-8%
RORgamma inh	-8%	9%	·	·	15%	22%	·	5%

[9] O=C(COC(=O)CCC(=O)c1ccc(Cl)cc1)NCC1CCCO1 (stereo not given)
[10] O=C(CSc1nnc(-c2ccncc2)n1-c1ccc(F)cc1)NC(=O)NCc1ccco1
[11] Nc1ncnc(NC2CCS(=O)(=O)C2)c1[N+](=O)[O-] (stereo not given)
[12] S=C(NCc1ccccn1)Nc1ccc(Br)cc1Cl
[13] CCN(CC)C(=O)[C@H]1C[C@H](CC(=O)NCCc2ccccn2)C(=O)N2CCc3c([nH]c4ccc(Cl)cc34)[C@]12C
[14] CC1CCCCN1Cc1c(O)ccc2c(=O)c(-c3nc4ccccc4s3)c(N)oc12 (stereo not given)
[15] CCOc1ccc(OCC)c(NS(=O)(=O)c2ccc3c(c2)n(C)c(=O)c(=O)n3C)c1
[16] Cc1nc2ccc(S(=O)(=O)NC(C(=O)Nc3nc4ccc(Cl)cc4s3)C(C)C)cc2s1 (stereo not given)
entry no.	9	10	11	12	13	14	15	16
Rab9 promoter act	0%	-3%	-8%	3.2µM*	·	-7%	-2%	3%
BRCA1 expr act	0%	-1%	-15%	11µM*	1%	-76%	-34%	0%
ELG1 genotox	0%	-1%	-13%	?	-1%	2%	-8%	13%
uPA generation	1%	12%	6%	5%	-2%	-9%	-5%	10%
Gal4-VP16 FLuc	-3%	-15%	2%	?	·	-27%	·	-5%
NPC1 promoter act	1%	-7%	0%	29%	·	2%	5%	-2%
FLuc counter	0%	1%	0%	?	·	12µM*	-1%	5%
MBNL1-CUG inh	-4%	-7%	·	2%	·	-1%	-2%	-3%
p53 reactivator	-1%	-4%	-4%	1%	-12%	-4%	11%	3%
RORgamma inh	-25%	1%	-20%	7.1µM*	·	-36%	0.32µM*	?

Random excerpt: 5 compounds from above
[13] CCN(CC)C(=O)[C@H]1C[C@H](CC(=O)NCCc2ccccn2)C(=O)N2CCc3c([nH]c4ccc(Cl)cc34)[C@]12C
[16] Cc1nc2ccc(S(=O)(=O)NC(C(=O)Nc3nc4ccc(Cl)cc4s3)C(C)C)cc2s1 (stereo not given)
[15] CCOc1ccc(OCC)c(NS(=O)(=O)c2ccc3c(c2)n(C)c(=O)c(=O)n3C)c1
[9] O=C(COC(=O)CCC(=O)c1ccc(Cl)cc1)NCC1CCCO1 (stereo not given)
[14] CC1CCCCN1Cc1c(O)ccc2c(=O)c(-c3nc4ccccc4s3)c(N)oc12 (stereo not given)
entry no.	13	16	15	9	14
Rab9 promoter act	·	3%	-2%	0%	-7%
BRCA1 expr act	1%	0%	-34%	0%	-76%
ELG1 genotox	-1%	13%	-8%	0%	2%
uPA generation	-2%	10%	-5%	1%	-9%
Gal4-VP16 FLuc	·	-5%	·	-3%	-27%
NPC1 promoter act	·	-2%	5%	1%	2%
FLuc counter	·	5%	-1%	0%	12µM*
MBNL1-CUG inh	·	-3%	-2%	-4%	-1%
p53 reactivator	-12%	3%	11%	-1%	-4%
RORgamma inh	·	?	0.32µM*	-25%	-36%

(continued)
[17] CC1CCCCN1C(=O)CN1C(=O)CSc2ccc(S(=O)(=O)N3CCOCC3)cc21 (stereo not given)
[18] CCc1ccc(-n2c(=S)sc3c(=O)n(-c4ccccc4)c(SCC(=O)O)nc32)cc1
[19] CCCCCNC(=O)c1ccc2c(=O)n(CC3CCCO3)c(=O)[nH]c2c1 (stereo not given)
[20] CC(NC(=O)CSC(=S)N(C)C)C12CC3CC(CC(C3)C1)C2 (stereo not given)
[21] COc1ccc(OC)c(S(=O)(=O)Nc2ccc3oc4c(c3c2)C(=O)CCC4)c1
[22] CCOc1ccc(/C(O)=C2\C(=O)C(=O)N(CCN(C)C)C2c2cccc(OC)c2OC)cc1Cl (stereo not given)
[23] Cn1ncc2c(Nc3ccccc3Cl)nc(Cl)nc21
[24] Cc1cc(N2CCN(C)CC2)nc2ccc(NC(=S)NCCCN3CCc4ccccc4C3)cc12
entry no.	17	18	19	20	21	22	23	24
Rab9 promoter act	0%	-4%	-6%	-1%	9%	-2%	-6%	-3%
BRCA1 expr act	0%	-24%	-31%	-15%	-18%	0%	-14%	-23%
ELG1 genotox	0%[9.26 µM]	0%	1%	0%	-10%	-1%	3%	4%
uPA generation	-1%	1%	1%	1%	0%	-1%	-2%	0%
Gal4-VP16 FLuc	-5%	-6%	3%	-1%	-13%	-1%	2%	-21%
NPC1 promoter act	-5%	-7%	-2%	-1%	1%	-1%	0%	-6%
FLuc counter	3%	0%	3%	1%	9%	2%	4%	3%
MBNL1-CUG inh	-10%	?	-9%	16%	0%	26%	-2%	?
p53 reactivator	8%	0%	-28%	5%	-10%	-5%	-2%	21%
RORgamma inh	-12%	0%	13%	-48%	32%	16%	36%	?

[25] N#CC(C#N)=C(Nc1ccccc1)c1ccccc1
[26] O=C(CN1CCCSc2ccccc21)N1CCN(S(=O)(=O)c2ccccc2)CC1
[27] O=C1c2ccccc2-c2onc3c(Oc4ccccc4)cc(O)c1c23
[28] CC(=O)N=c1sc2ccccc2n1C
[29] C=CCNCCCCOc1ccc(OCc2ccccc2)cc1
[30] Sc1oc(-c2ccccc2)cc1C=Nc1ccccc1
[31] Cc1c(-c2nnnn2-c2ccc(F)cc2)cnc2cc3c(cc12)OCO3
[32] O=S(=O)(c1ccccc1)N1CCN(c2nnnn2-c2ccccc2)CC1
entry no.	25	26	27	28	29	30	31	32
Rab9 promoter act	-3%	0%	1%	14%	?	6%	2%	13%
BRCA1 expr act	-17%	-25%	·	15%	?	0%	-47%	-3%
ELG1 genotox	-3%	5%	?	14%	13µM*	12µM*	0%	1%
uPA generation	-3%	-6%	·	-3%	11µM*	·	3%	1%
Gal4-VP16 FLuc	8%	·	10%	15%	3%	18µM*	-4%	-5%
NPC1 promoter act	-3%	-2%	9%	-3%	?	0%	0%	-1%
FLuc counter	-6%	1%	?	-1%	17µM*	2.1µM*	5%	1%
MBNL1-CUG inh	-9%	·	14%	0%	-4%	3%	-4%	0%
p53 reactivator	-5%	-3%	29%	3%	22%	?	-4%	-2%
RORgamma inh	23%	·	36%	-6%	-30%	13µM*	31%	1%

[33] O=C(CN1C(=O)/C(=C/c2ccccc2)Sc2ccccc21)NCCCN1CCOCC1
[34] Cc1cc(C)c(C#N)c(N2CCN(Cc3ccc4c(c3)OCO4)CC2)n1
[35] CCOC(=O)c1c(C)oc(/N=C/c2ccccc2O)c1C#N
[36] O=C(CCNC(=O)c1ccco1)Nc1ccc(Cl)c(C(F)(F)F)c1
[37] CC(=O)Nn1cc2c(=O)n(C)c(=O)n(C)c2c1
[38] CCCNC(=O)C(NS(=O)(=O)c1cccc2nsnc12)c1ccccc1 (stereo not given)
entry no.	33	34	35	36	37	38
Rab9 promoter act	-2%	-2%	-4%	4%	2%	1%
BRCA1 expr act	-25%	-10%	-15%	-25%	-23%	3%
ELG1 genotox	0%[9.26 µM]	-1%	2%	-2%	-1%	0%
uPA generation	-8%	4%	-2%	-4%	-2%	2%
Gal4-VP16 FLuc	-2%	-5%	12%	8%	3%	9%
NPC1 promoter act	-1%	-1%	4%	2%	-6%	0%
FLuc counter	-6%	4%	?	-1%	-1%	0%
MBNL1-CUG inh	20%	-10%	-8%	-6%	2%	?
p53 reactivator	-1%	-5%	-5%	-12%	1%	-3%
RORgamma inh	0%	6%	-1%	25%	-15%	-4%
